# Screens from PubChem BioAssay.
# NCI-60 one-dose screen, 48 h, at 10 µM unless noted. Numbers give growth in % (100 = growth as untreated, 0 = no growth, -100 = all killed).
# SK-MEL-28 = SK-MEL-28 melanoma; 4.1% of 81,000 active; AID 1794761
# MALME-3M = MALME-3M melanoma. 5.8% of 78,000 active
# SK-MEL-5 = SK-MEL-5 melanoma; 6.4% of 80,000 active
# UACC-62 = UACC-62 melanoma; 5.4% of 81,000 active; AID 1794756
# LOX IMVI = LOX IMVI melanoma; 7.4% of 79,000 active; AID 1794757
# SK-MEL-2 = SK-MEL-2 melanoma | 4.7% of 77,000 active | AID 1794763
# UACC-257 = UACC-257 melanoma; AID 1794764; 4.4% of 78,000 active
# MDA-MB-435 = MDA-MB-435 melanoma | 7.8% of 82,000 active | AID 1794794
# Numbers without * were called inactive; / = not tested or not shown; & = joins results of further samples. Rule for the calls: active = growth percent below 10; inactive = the rest.
SMILES,SK-MEL-28,MALME-3M,SK-MEL-5,UACC-62,LOX IMVI,SK-MEL-2,UACC-257,MDA-MB-435
O=C1Nc2ccccc2C2c3cccn3-c3ccccc3N12 (configuration not stated),94.1,71.7,80.0,57.6,74.2,52.0,77.6,7.5*
CCCCCOS(=O)(=O)O,105.5,104.3,96.4,103.4,101.3,102.1,104.9,106.3
O=c1ccc2nc(-c3ccccc3)nn(-c3ccccn3)c-2c1,87.2,50.1,76.6,93.4,49.6,96.8,72.3,94.6
O=S(=O)(NCCCNc1nccc(-c2cn(-c3ccccc3)nc2-c2ccc(Cl)c(O)c2)n1)c1ccc(O)cc1,108.0,107.6,94.0,105.4,93.8,93.4,/,110.0
Cc1ccc(C2C3CSCN3[C@@]3(C(=O)Nc4ccccc43)C2C(=O)c2nc3ccccc3[nH]2)cc1 (some centres not stated),98.8,85.3,83.3,77.9,82.0,93.6,80.6,70.6
Cc1cc(-c2ccccc2)on1,109.4,101.9,109.3,109.9,99.4,106.6,108.7,107.1
CN(C)CCN1C(=O)c2cccc3c(-c4ccc5c(c4)ncn5C4CCCCC4)ccc(c23)C1=O,72.8,76.7,58.3,59.6,47.5,88.1,102.5,71.2
CCN(CC)C(=S)SCCO,111.8,99.7,99.7,106.7,97.0,105.2,96.3,111.3
O=C(Nc1nncs1)c1ccncc1,124.7,128.0,105.9,99.7,93.7,89.8,115.3,113.2
CCN1C(=O)N(CC)C2Nn3c(s/c(=C\c4cccc([N+](=O)[O-])c4)c3=O)=NC21 (configuration not stated),57.3,57.8,31.8,47.0,56.4,73.3,77.5,-36.8*
CCOc1nc(-c2ccccc2)cc2c(O)c(C(=O)N/N=C/c3ccc(O)cc3)[nH]c(=O)c12,178.4,/,89.1,99.8,104.3,84.7,152.6,92.2
O=C1/C(=C\c2ccc(O)cc2)Sc2c(F)cccc21,107.0,105.2,97.6,84.4,91.1,89.4,94.4,101.9
CC(=O)N=c1sc(S(N)(=O)=O)nn1C,107.4,103.2,94.9,96.2,97.7,116.5,113.7,98.5
Cc1ccc(/C=C/C(=O)c2ccc(Nc3nc(NCCO)nc(Nc4ccc(Cl)cc4)n3)cc2)cc1,86.6,96.5,83.1,74.0,76.8,102.7,100.8,85.4
CCOC(=O)CCCCN1C(=O)S/C(=C\c2ccc(Cl)cc2)C1=O,100.2,100.2,94.7,92.8,92.8,/,95.7,100.9
O=C(CN1CCN(c2cc(=O)[nH]c3ccc(F)cc23)CC1)Nc1ccc(Br)cc1,75.4,/,76.7,48.8,73.1,91.2,67.6,78.3
CC(C)Cc1ccc(C(C)C(=O)NCCc2c[nH]c3ccccc23)cc1 (configuration not stated),102.9,103.7,89.3,84.2,101.6,101.7,100.0,106.9
CC1SC(c2ccc([N+](=O)[O-])cc2)N(NC(=O)CCC(=O)c2nc3ncccc3[nH]2)C1=O (configuration not stated),101.5,96.7,95.7,93.1,88.9,102.4,103.3,100.4
S=c1nc[nH]c2ccccc12,104.1,93.4,99.6,92.7,/,108.6,99.6,98.7
COc1ccc(Nc2ncnc3c2sc2nc(C)cc(C)c23)cc1,105.0,94.5,99.8,100.4,96.7,/,93.2,98.7
O=C(O)C1c2ccccc2-c2ccccc21,114.9,95.0,104.8,93.4,88.0,/,131.8,103.9
OCCN(CCc1ccccc1)CCc1ccccc1,106.2,99.4,108.1,103.7,97.6,97.9,100.5,102.7
O=C1CCN(Cl)C(=O)N1Cl,103.7,96.6,102.7,96.9,91.9,117.4,106.7,108.5
COc1cccc(NC(=O)c2sc3nc4c(cc3c2N)CCCC4)c1,48.9,17.0,26.3,33.2,40.5,33.7,64.5,-40.2*
O=C1C(c2c(O)[nH]c3ncccc23)=Nc2ccccc21,123.4,139.2,75.4,79.6,76.3,43.4,96.5,92.9

# Later entries:
SMILES,SK-MEL-28,MALME-3M,SK-MEL-5,UACC-62,LOX IMVI,SK-MEL-2,UACC-257,MDA-MB-435
COc1ccc(N2C(=O)CC(Nc3cc(C)ccc3C)C2=O)c([N+](=O)[O-])c1 (configuration not stated),137.9,106.8,114.7,95.9,108.7,87.5,/,112.0
COc1c([C@@H](CC(C)C)OC(C)=O)ccc2c1C(=O)OCc1cc(C)cc(O)c1O2,59.1,19.0,8.3*,31.3,27.5,22.2,/,30.0
O=C(Nc1ccc(F)c(Cl)c1)c1cc(-c2ccc(F)cc2F)ccc1O,-16.2*,-28.6*,-90.6*,-54.6*,-57.2*,-69.2*,-13.5*,0.7*
CCOC(=O)c1c2c(n3ccc(NC(=O)CCN4CCOCC4)cc13)C(=O)c1ncccc1C2=O,77.8,42.6,42.3,27.7,15.0,30.9,32.0,19.4
CC(C)(c1ccc(O)cc1)c1ccc(O)c(C(=O)O)c1,107.4,109.9,104.5,86.3,93.0,107.2,103.2,124.9
O=C(Nc1ccc(Cl)cc1)Nc1ccc(Oc2ncnc3sc4c(c23)CCCC4)cc1,92.6,99.0,78.5,73.3,84.8,104.1,91.5,93.8
N#CCCN(CCCN1CCOCC1)CN1C(=O)c2ccccc2C1=O,101.0,87.6,96.8,107.0,101.1,118.3,107.4,108.2
CC(=O)Nc1ccc(-n2cnc3cc(-c4ccc(NS(C)(=O)=O)cc4)ccc32)cc1,85.3,75.6,69.5,54.7,/,73.2,64.4,51.7
CC(=O)C1=C(C)NC(=O)NC1c1ccccc1 (configuration not stated),111.3,110.3,104.7,95.4,98.6,113.9,100.3,100.2
COc1ccc2c(c1OC)C(=O)N1c3ccccc3N=C(c3ccc(C)cc3)CC21 (configuration not stated),101.0,108.9,103.1,98.2,97.9,118.9,101.1,113.2
Oc1ccccc1C=NCC(O)CN=Cc1ccccc1O (configuration not stated),117.6,101.0,105.3,102.6,97.9,119.8,103.8,103.5
Nc1cc(Cl)ccc1Nc1ccccc1,105.2,139.8,95.6,89.1,79.3,106.3,111.9,105.4
O=C(Nc1ccccc1CNc1nc(Nc2ccc(OCCN3CCCC3)cc2)ncc1Cl)NC1CCCCC1,79.8,67.7,64.6,97.3,84.7,115.3,78.3,-83.9*
OCC1OC2C(NC(=S)N2c2ccccc2)C(O)C1O (configuration not stated),105.4,131.3,98.5,98.7,100.2,111.2,101.6,98.3
C=C(C)[C@@H]1CC[C@]2(C(N)=O)CC[C@]3(C)[C@H](CC[C@@H]4[C@@]5(C)CCC(=O)C(C)(C)[C@@H]5CC[C@]43C)[C@@H]12,91.2,88.9,73.9,54.3,71.3,85.9,63.7,81.1
COc1ccc(OC)c(/C=N/NC(=O)c2ccc3cccc(O)c3n2)c1,98.9,91.4,93.4,85.5,96.7,95.4,102.3,97.9
O=C(CN1CCCCC1)Nc1ccc2oc(=O)ccc2c1,120.8,105.6,/,97.7,96.6,96.8,96.3,113.1
Clc1nccc2c(-c3csc(-c4c[nH]c5ccc(Br)cc45)n3)c[nH]c12,-8.6*,8.4*,47.2,17.0,-31.9*,48.7,-48.9*,36.9
O=C(Cl)c1ccc2c(c1Cl)C(=O)c1ccccc1C2=O,115.6,106.5,113.2,109.1,122.8,/,/,106.9
CC(=O)C(CCC(=O)O)(CCC(=O)O)c1ccccc1,105.8,100.3,104.6,101.8,103.2,99.8,100.9,106.5
C#CC[C@@H]1C[C@]2(C)[C@H]3CC=C4[C@H]5[C@@H](C)[C@H](C)CC[C@]5(C(=O)NCCCN5CCN(CCCN)CC5)CC[C@@]4(C)[C@]3(C)CC[C@H]2C(C)(C)[C@H]1OC(C)=O,-84.6*,-81.0*,-7.1*,-68.1*,-83.2*,-57.3*,-32.1*,-74.2*
COc1ccc2nc(Cl)c(/C=C3/SC(=O)NC3=O)cc2c1,99.4,94.6,87.3,96.6,82.0,104.6,94.6,93.8
COc1cc(-c2noc(CNC(=O)OCc3ccccc3)n2)cc(OC)c1OC,109.6,99.5,99.6,83.6,100.3,105.9,107.5,101.2
CC(=O)OC[C@@H]1C2CCC(C2)[C@@H]1COC(C)=O,115.8,121.8,106.4,103.4,102.3,106.4,86.9,/
Cc1nc2c(c(N3CCCc4ccccc43)n1)CCC2,60.4,54.2,-49.0*,24.3,21.2,43.9,26.3,1.1*

# Reformatted bar-delimited: entries from further up
canonical_smiles | SK-MEL-28 | MALME-3M | SK-MEL-5 | UACC-62 | LOX IMVI | SK-MEL-2 | UACC-257 | MDA-MB-435
O=C(CN1CCCCC1)Nc1ccc2oc(=O)ccc2c1 | 120.8 | 105.6 | / | 97.7 | 96.6 | 96.8 | 96.3 | 113.1
Clc1nccc2c(-c3csc(-c4c[nH]c5ccc(Br)cc45)n3)c[nH]c12 | -8.6* | 8.4* | 47.2 | 17.0 | -31.9* | 48.7 | -48.9* | 36.9

# Compound profiles (already shown).
# Listed for Nc1cc(Cl)ccc1Nc1ccccc1 → SK-MEL-28: 105.2; MALME-3M: 139.8; SK-MEL-5: 95.6; UACC-62: 89.1; LOX IMVI: 79.3; SK-MEL-2: 106.3; UACC-257: 111.9; MDA-MB-435: 105.4
# Listed for COc1ccc2c(c1OC)C(=O)N1c3ccccc3N=C(c3ccc(C)cc3)CC21 (configuration not stated) → SK-MEL-28: 101.0; MALME-3M: 108.9; SK-MEL-5: 103.1; UACC-62: 98.2; LOX IMVI: 97.9; SK-MEL-2: 118.9; UACC-257: 101.1; MDA-MB-435: 113.2
# Listed for CC(=O)C(CCC(=O)O)(CCC(=O)O)c1ccccc1 → SK-MEL-28: 105.8; MALME-3M: 100.3; SK-MEL-5: 104.6; UACC-62: 101.8; LOX IMVI: 103.2; SK-MEL-2: 99.8; UACC-257: 100.9; MDA-MB-435: 106.5

# Continuation.
SMILES,SK-MEL-28,MALME-3M,SK-MEL-5,UACC-62,LOX IMVI,SK-MEL-2,UACC-257,MDA-MB-435
COc1ccc(C(=O)CSc2nc(Nc3ccc(S(N)(=O)=O)cc3)cc(-c3ccccc3)n2)cc1,100.8,98.3,99.9,86.8,73.9,102.7,104.7,101.9
CCCCCCCCCCCOc1ccc(/C=C/C(=O)c2ccc(OC)cc2)cc1,100.1,/,99.6,97.1,98.2,103.8,93.6,104.5
COc1ccc(C(=O)c2cc3c(N)c(C(=O)Nc4cccc5ccccc45)sc3nc2C)cc1,59.3,55.0,-12.3*,31.8,23.7,37.4,55.8,-6.8*
Cc1ccc(S(=O)(=O)N2CCC(O)(c3ccccc3)CC2)cc1,104.6,111.2,100.5,109.5,112.3,108.5,/,104.6
Cc1ccnc(-c2cc(C)ccn2)c1,113.5,114.4,90.9,92.9,105.6,92.4,124.5,109.9
Clc1cc2cc(-c3nc4ccccc4[nH]3)c(Cl)nc2cc1Cl,109.8,100.0,92.0,98.9,75.6,91.0,107.5,108.5
CCNC(=O)Oc1ccc(/C(=C(/C)c2ccccc2)c2ccc(OCCN3CCCCCC3)cc2)cc1,-41.8*,-70.8*,-94.7*,16.5,-14.8*,-30.0*,-48.9*,-35.5*
CCOC(=O)c1ccc(NC(C)=O)cc1,110.1&105.8,98.1&98.3,103.7&105.4,93.8&106.7,97.5&99.7,123.5&100.8,105.2&105.3,103.0&104.4
CCCNc1nc2ccccc2c2c(=O)c3cc(OC)ccc3sc12,110.4,108.1,98.6,86.8,86.2,103.8,109.9,98.5
COc1ccc2cc(C(=O)c3coc4ccc(O)cc34)ccc2c1,111.1,92.1,99.5,98.7,97.4,97.0,102.6,104.0
COc1nc(NCC(C)C)nc(NCC(C)C)n1,103.3,118.7,95.7,98.6,95.6,108.6,99.5,106.3
CC1(C)NC(=O)N(Br)C1=O,101.8,109.8,100.8,110.8,110.8,121.9,96.2,98.3
COc1ccc(C2C=C(c3ccc(Cl)c(Cl)c3)N=C3SC=C(C)N32)cc1 (configuration not stated),110.3,106.3,106.2,101.1,100.4,116.9,104.4,102.2
CCCCCCCCCCCCCCC(=O)N[C@@H](CCC(=O)N[C@@H](CSc1ccc([N+](=O)[O-])cc1[N+](=O)[O-])C(=O)NCC(=O)OCC)C(=O)Oc1ccccc1C1CC(=O)c2ccccc2O1 (some centres not stated),107.0,93.7,94.2,91.8,100.6,105.9,106.4,97.9
O=C(O)CCNC1CCCCC1,100.5,143.6,108.1,100.2,94.1,-21.2*,20.9,117.3
Cc1ccc(NC(=O)NNc2ccc([N+](=O)[O-])cn2)cc1,105.1,97.5,109.7,93.7,91.9,90.5,118.2,106.2
Cn1c(=O)[nH]c(=O)c2nc(/C=C/c3cccc(C(F)(F)F)c3)c(=O)[nH]c21,104.3,99.9,97.7,101.8,97.9,99.5,103.9,102.0
CCSC1=NC2C(N(CC)C(=O)N2CC)N1/N=C/C=C/c1ccccc1[N+](=O)[O-] (configuration not stated),54.5,36.2,-38.6*,25.5,14.3,50.3,61.1,-37.4*
CCOC(=O)C1=C(C(=O)c2ccc(OC)cc2)C(c2ccc(OC)c(OC)c2)C(C(=O)c2ccc(OC)cc2)=C(C(=O)OCC)N1,111.5,96.4,99.6,94.5,99.7,119.3,108.0,106.5
NCCCc1nn2c(CCC(=O)c3nc4ccccc4[nH]3)nnc2s1,116.6,97.4,105.5,99.9,105.3,104.4,116.0,98.8
COc1ccc(/C=C(\C#N)c2ccc(C)cc2)cc1OC,99.9,143.4,105.9,91.3,105.9,105.7,108.3,104.3
CC12CC3(C)SC(C)(CC(C)(S1)S2)S3,118.3,96.8,104.0,104.6,101.9,110.2,101.8,104.4
Nc1ccc(/C=C2\C=Cc3ccccc32)cc1,115.7,85.9,80.4,77.1,87.8,206.0,/,91.7
Cc1nc2ccc(Br)cc2c(=O)[nH]1,100.0,88.3,108.7,93.5,92.1,101.6,101.1,106.4
Cc1ccc(S(=O)(=O)Nc2ccc(C3=NNC(c4cccc(F)c4)C3)cc2)cc1 (configuration not stated),100.3,93.7,97.0,69.5,/,107.6,93.4,101.9
CCOC(=O)c1cnc2nc(NCc3ccc(OC)c(OC)c3)[nH]n2c1=O,105.5,115.3,99.1,96.9,97.5,98.3,/,107.1
CCC(C)NC(=O)/C=C/c1ccccc1 (configuration not stated),102.6,89.5,104.3,/,90.5,102.5,98.1,104.8
CC(C)(C)n1cc(-c2ccnc(NCCCNS(=O)(=O)c3ccccc3)c2)c(-c2cccc(O)c2)n1,44.1,44.0,16.1,59.8,-43.3*,60.1,47.2,54.8
